mHTT CaM bind: disrupts binding of mutant huntingtin to calmodulin. P42858. inhibition, % at 15 µM. 3.6% of 190,000 active. AlphaScreen His-mHTT/GST-CaM binding, luminescence;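 note: 0% = both proteins with DMSO and 100% = one protein alone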
Target sequence (P42858 whole entry, looked up, stated change not applied): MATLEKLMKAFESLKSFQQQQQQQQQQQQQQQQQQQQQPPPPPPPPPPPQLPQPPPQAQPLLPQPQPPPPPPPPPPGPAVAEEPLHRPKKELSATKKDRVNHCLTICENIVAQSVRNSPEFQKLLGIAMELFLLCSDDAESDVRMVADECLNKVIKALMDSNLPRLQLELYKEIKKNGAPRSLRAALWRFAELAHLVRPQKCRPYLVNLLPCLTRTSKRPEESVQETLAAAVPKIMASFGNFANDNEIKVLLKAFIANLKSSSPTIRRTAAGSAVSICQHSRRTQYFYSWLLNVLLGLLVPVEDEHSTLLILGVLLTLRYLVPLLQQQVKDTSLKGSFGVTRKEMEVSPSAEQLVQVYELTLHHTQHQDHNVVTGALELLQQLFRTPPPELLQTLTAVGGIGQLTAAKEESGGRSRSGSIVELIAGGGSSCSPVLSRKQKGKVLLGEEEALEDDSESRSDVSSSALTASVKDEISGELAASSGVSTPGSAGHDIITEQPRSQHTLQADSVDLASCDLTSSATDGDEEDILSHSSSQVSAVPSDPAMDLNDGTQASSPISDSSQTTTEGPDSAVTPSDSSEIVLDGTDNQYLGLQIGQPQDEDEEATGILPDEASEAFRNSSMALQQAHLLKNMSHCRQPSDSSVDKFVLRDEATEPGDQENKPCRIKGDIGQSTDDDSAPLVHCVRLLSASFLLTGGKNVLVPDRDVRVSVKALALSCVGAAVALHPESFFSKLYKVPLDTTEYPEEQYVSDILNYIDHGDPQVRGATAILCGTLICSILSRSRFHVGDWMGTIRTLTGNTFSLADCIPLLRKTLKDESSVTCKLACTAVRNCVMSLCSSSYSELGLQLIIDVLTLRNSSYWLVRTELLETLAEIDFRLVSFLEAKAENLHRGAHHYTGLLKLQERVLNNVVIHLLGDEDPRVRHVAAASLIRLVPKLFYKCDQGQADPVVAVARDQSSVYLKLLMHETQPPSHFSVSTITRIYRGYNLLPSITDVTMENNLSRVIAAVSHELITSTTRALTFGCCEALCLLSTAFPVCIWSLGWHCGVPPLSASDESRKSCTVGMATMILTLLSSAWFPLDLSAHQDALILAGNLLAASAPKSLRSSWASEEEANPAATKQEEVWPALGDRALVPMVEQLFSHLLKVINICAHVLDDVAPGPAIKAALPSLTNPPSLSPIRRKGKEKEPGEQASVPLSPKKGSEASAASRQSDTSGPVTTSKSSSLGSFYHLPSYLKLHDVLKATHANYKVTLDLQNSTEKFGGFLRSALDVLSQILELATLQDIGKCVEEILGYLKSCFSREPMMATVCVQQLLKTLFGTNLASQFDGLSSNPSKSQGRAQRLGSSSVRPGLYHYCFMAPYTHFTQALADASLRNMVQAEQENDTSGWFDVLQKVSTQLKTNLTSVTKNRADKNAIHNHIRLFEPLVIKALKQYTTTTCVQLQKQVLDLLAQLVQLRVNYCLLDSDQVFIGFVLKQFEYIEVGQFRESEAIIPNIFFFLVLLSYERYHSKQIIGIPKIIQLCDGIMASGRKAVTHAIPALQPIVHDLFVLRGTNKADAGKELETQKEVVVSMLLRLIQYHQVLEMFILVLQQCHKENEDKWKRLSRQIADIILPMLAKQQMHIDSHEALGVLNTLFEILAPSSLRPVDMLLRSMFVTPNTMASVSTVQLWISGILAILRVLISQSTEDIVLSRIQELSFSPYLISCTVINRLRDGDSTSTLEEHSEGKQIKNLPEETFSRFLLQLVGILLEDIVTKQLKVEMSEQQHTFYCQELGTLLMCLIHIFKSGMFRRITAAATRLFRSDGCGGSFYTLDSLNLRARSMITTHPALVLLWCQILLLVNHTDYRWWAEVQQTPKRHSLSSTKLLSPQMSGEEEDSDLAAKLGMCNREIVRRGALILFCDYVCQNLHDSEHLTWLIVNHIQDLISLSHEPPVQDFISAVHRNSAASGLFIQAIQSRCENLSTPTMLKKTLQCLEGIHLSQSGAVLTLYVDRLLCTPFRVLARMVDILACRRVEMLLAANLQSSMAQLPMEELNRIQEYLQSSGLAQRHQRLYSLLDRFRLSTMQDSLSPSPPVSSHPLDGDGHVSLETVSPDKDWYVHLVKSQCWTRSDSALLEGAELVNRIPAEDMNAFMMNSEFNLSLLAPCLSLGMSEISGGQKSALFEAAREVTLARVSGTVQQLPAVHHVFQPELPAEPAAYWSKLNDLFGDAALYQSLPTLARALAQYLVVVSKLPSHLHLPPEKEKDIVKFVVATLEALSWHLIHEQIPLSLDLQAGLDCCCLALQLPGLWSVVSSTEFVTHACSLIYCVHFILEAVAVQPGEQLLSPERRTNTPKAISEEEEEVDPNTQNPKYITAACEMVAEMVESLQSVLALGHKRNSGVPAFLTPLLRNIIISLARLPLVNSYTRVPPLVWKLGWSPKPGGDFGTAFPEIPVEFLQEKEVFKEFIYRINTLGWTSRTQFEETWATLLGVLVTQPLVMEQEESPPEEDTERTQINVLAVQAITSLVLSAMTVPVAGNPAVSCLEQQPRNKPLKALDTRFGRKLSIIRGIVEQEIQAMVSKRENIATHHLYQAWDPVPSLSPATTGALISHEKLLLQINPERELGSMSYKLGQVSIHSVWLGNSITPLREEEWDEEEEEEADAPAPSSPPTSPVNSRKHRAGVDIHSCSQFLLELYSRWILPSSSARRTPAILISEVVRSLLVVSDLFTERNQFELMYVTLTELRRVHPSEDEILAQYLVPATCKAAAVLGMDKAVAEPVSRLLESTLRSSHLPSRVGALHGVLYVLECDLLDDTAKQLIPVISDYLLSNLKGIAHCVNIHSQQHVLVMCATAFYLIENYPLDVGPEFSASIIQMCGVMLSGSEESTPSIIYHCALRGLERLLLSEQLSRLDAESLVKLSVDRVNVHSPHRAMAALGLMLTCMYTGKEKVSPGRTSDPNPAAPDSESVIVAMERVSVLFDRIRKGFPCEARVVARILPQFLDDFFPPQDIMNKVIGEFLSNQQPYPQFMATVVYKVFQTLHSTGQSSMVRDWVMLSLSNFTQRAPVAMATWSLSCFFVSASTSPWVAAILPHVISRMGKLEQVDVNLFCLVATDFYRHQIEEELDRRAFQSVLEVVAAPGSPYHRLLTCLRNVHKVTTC
Pf apPOL inh: Pf-apPOL DNA polymerase inhibition; Recombinant Pf-apPOL, molecular beacon fluorescence, 1.5 h; inhibition, % at 10 µM; 0.25% of 210,000 active
The depositor's hits bear a star; i = inactive; . = not tested or not shown. Cut-off read from the data, not from the text of the source: active = inhibition above about 50%; inactive = the rest.

SMILES	mHTT CaM bind	Pf apPOL inh
NC(=O)C1CCN(Cc2ccc(Br)cc2)CC1	-14	9
CCc1cc(C2CCCN2C(=O)c2cc(-c3ccc(OC)cc3)on2)on1 (stereo not drawn)	2	0
CN(C)CCNc1ncnc2c1CCC2	-7	-1
O=C(CCSc1ccccc1)NCC(O)(c1ccccc1)C(F)(F)F (stereo not drawn)	-9	-9
O=C1NN(c2ccc(Cl)cc2)C(=O)/C1=C/c1ccc(-c2ccc(C(=O)O)c(Cl)c2)o1	12	-2
O=C(CNc1ccccc1-c1nc2ccccc2[nH]c1=O)NCC1CCCO1 (stereo not drawn)	14	-13
Cc1nc(S(=O)(=O)NCc2cc(F)cc3c2OCOC3)cn1C	.	-3
Cc1ccc(C(=O)N2CCCCC2)c(C2CCN(C(=O)c3ccoc3)CC2)n1	10	-2
Cc1nc(C)c(C(=O)Nc2ccccc2NC(=O)c2cccs2)s1	-6	-4
Cc1ccccc1-n1nc2c(c1NC(=O)C(C)C)CS(=O)C2 (stereo not drawn)	-1	-5
CSc1nccn1C(=O)c1ccccc1[N+](=O)[O-]	2	6
CC(C)(C)N1Cc2nnn(Cc3ccccc3)c2-c2ccccc2S1(=O)=O	-6	-8
O=C(c1cncc(-c2ccccc2F)c1)N1CCOCC1	3	9
Cn1cc(CC(=O)NCc2nc(-c3ccccc3)no2)c2ccccc21	-2	-6
CN1C(=O)C(C)(C(=O)N2CCOCC2)Oc2cccnc21 (stereo not drawn)	-2	0
O=C(c1nn2c(c1Br)NC(c1cccs1)CC2C(F)(F)F)N1CCCC1 (stereo not drawn)	11	-4
Cc1cc(C)n(-c2ccccc2O)n1	-3	-5
O=C(c1cccc(C(F)(F)F)c1)N1CCc2cc(Br)ccc21	-42	-1
COc1ccc(N2C=C(C#N)S(=O)(=O)c3ccc(Cl)cc32)cc1OC	-2	1
O=S(=O)(c1ccc(F)cc1)N1CCN(C2CCCC2)CC1	-4	2
COc1cccc(N2CC(NC(=O)Nc3cccnc3)CC2=O)c1 (stereo not drawn)	-13	0
Cc1nc2c(C(=O)NCCC(C)C)cnn2c(C)c1Cc1ccc(F)cc1Cl	-5	-3
O=C1NC(=Nc2ccccc2)S/C1=C/c1cccc([N+](=O)[O-])c1	23	2
Cc1ccc(-n2nc3c(c2NC(=O)Cc2ccccc2)CS(=O)(=O)C3)cc1	-5	-5
COC(=O)C1CN(C2CCCC2)CCS(=O)(=O)N1Cc1ccc(OC)cc1 (stereo not drawn)	-14	0
Cc1cccc(NC(=O)Cn2cccc2-c2nnc(C)o2)c1	-10	2
CS(=O)(=O)n1nccc1-c1ccc(Oc2cccc(Cl)c2C#N)cc1	.	4
CCNC(=O)CN(C1CCCCC1)S(=O)(=O)c1ccc(F)cc1	-4	-15
CCc1ccc(Oc2c(C(F)(F)F)oc3c(CN(C)C)c(O)ccc3c2=O)cc1	22	-2
COCCNC(=O)C1COC2(CCCCC2)N1C(=O)c1cccc(F)c1 (stereo not drawn)	-4	-4
N#Cc1cc2c([nH]c1=S)CCC2	43	.
CC(=O)Nc1c(C)ccc2nsnc12	1	-5
CC(C)c1ccc(S(=O)(=O)NCCOC23CC4CC(CC(C4)C2)C3)cc1	-3	0
O=C(c1ccc(-c2ccsc2)nc1)N1CCCCCC1	-6	-6
Cn1c(-c2ccccc2)cc(C=Nc2ccccc2)c1O	1	-6
CCCNC(=O)c1nnn(-c2ccccc2)c1-c1ccncc1	1	-1
Clc1ccc(OCc2nc3c4cnn(-c5ccccc5)c4ncn3n2)cc1	-2	-6
C=CCc1cc(C=C2C(=O)c3ccccc3C2=O)cc(OCC)c1O	9	-3
Cc1nnc(CNC(=O)C(=O)NC(C)c2ccccc2)o1 (stereo not drawn)	-10	0
CCOc1cc(CNc2ccc3cn[nH]c3c2)ccc1OC	43	6
Cn1nc(C(=O)N2CCc3[nH]ncc3C2)c2ccccc21	9	-2
Cc1cccc(-c2nc(S(=O)(=O)c3ccccc3)c(N3CCOCC3)o2)c1	2	-5
COc1c(C(=O)C=C2NCCN2)c(O)c(OC)c2occc12	14	2
Cc1ccc2c(Cl)c(C(=O)NCC(C)C)sc2c1	-10	-5
Cc1cccc(NC(=O)Nc2ccc(Cl)c(Cl)c2)n1	-10	-4
Cc1nc(NC(CC(C)C)C(=O)O)c2nc(C)oc2n1 (stereo not drawn)	-2	-1
O=C(O)C1C2CCC(O2)C1C(=O)NCc1cccs1 (stereo not drawn)	3	-11
COc1ccccc1OCCNC(=O)C1CCCN(c2cn[nH]c(=O)c2)C1 (stereo not drawn)	-1	0
COc1ccc(-c2nn(-c3ccccc3)cc2C2SCC(=O)N2Cc2ccccc2)cc1 (stereo not drawn)	87*	-5
Cc1nc(CCNC(=O)C2CCN(S(=O)(=O)c3cccc(Cl)c3C)CC2)cs1	3	-7
Continuation.
SMILES	mHTT CaM bind	Pf apPOL inh
C(=C\c1cc(/C=C/c2ccccc2)ncn1)/c1ccccc1	-33	-9
CC(C)OC1(c2ccccc2)OC(=O)c2ccccc21 (stereo not drawn)	-23	-2
COc1ccc(-c2cc3ccc(OC(=O)C4CC4)cc3oc2=O)c(OC)c1	-40	-2
CC(C)NC(=O)C1CCc2nc(N3CCN(C(=O)C4CCC4)CC3)sc2C1 (stereo not drawn)	2	2
O=S(=O)(c1ccccc1)N1CCC(n2c(-c3ccco3)nc3cccnc32)C1 (stereo not drawn)	3	2
CC(=NC(=S)c1ccc(Cl)cc1)N(C)C	.	-3
CCNC(=O)C1=C(c2ccccc2)OCCS1	0	-4
Cc1ccc(C(=O)c2ccccc2)cc1[N+](=O)[O-]	-5	-9
O=C(CSc1nc2ccccc2o1)NCc1n[nH]c(=O)c2ccccc12	0	-4
O=C(NC(=O)c1c(F)cccc1Cl)Nc1ccccc1C(=O)NCC1CC1	.	6
N#CC1=C(N)N(c2ccc(Br)cc2F)C2=C(C(=O)CCC2)C1c1ccsc1 (stereo not drawn)	12	2
O=[N+]([O-])c1ccc(N2CCN(S(=O)(=O)Cc3ccccc3)CC2)c(C(F)(F)F)c1	27	-1
Cc1nc2ncccn2c1-c1csc(Nc2ccccn2)n1	73*	-4
O=C(NCC1(c2ccccc2)CCCOCC1)c1ccc(Cl)cc1 (stereo not drawn)	5	-5
O=C1C2C(C(=O)N1Cc1ccccc1)C2(c1ccccc1)c1ccccc1 (stereo not drawn)	-2	-3
CCOC(=O)N1c2ccc(C(C)C)cc2C=CC1C#N (stereo not drawn)	.	3
Cc1ccccc1NC(=O)c1c(NC(=O)C(F)(F)F)sc2c1CCCC2	13	8
Cc1cccc(NC(=O)Cn2cnc3ccccc3c2=O)c1	0	-5
Cc1cc2ncn(C(=O)c3ccco3)c2cc1C	2	-6
CCOc1ccccc1/C=C1/SC(=O)NC1=O	1	-10

19 successive records from above:
SMILES	mHTT CaM bind	Pf apPOL inh
COc1ccc(-c2nn(-c3ccccc3)cc2C2SCC(=O)N2Cc2ccccc2)cc1 (stereo not drawn)	87*	-5
Cc1nc(CCNC(=O)C2CCN(S(=O)(=O)c3cccc(Cl)c3C)CC2)cs1	3	-7
C(=C\c1cc(/C=C/c2ccccc2)ncn1)/c1ccccc1	-33	-9
CC(C)OC1(c2ccccc2)OC(=O)c2ccccc21 (stereo not drawn)	-23	-2
COc1ccc(-c2cc3ccc(OC(=O)C4CC4)cc3oc2=O)c(OC)c1	-40	-2
CC(C)NC(=O)C1CCc2nc(N3CCN(C(=O)C4CCC4)CC3)sc2C1 (stereo not drawn)	2	2
O=S(=O)(c1ccccc1)N1CCC(n2c(-c3ccco3)nc3cccnc32)C1 (stereo not drawn)	3	2
CC(=NC(=S)c1ccc(Cl)cc1)N(C)C	.	-3
CCNC(=O)C1=C(c2ccccc2)OCCS1	0	-4
Cc1ccc(C(=O)c2ccccc2)cc1[N+](=O)[O-]	-5	-9
O=C(CSc1nc2ccccc2o1)NCc1n[nH]c(=O)c2ccccc12	0	-4
O=C(NC(=O)c1c(F)cccc1Cl)Nc1ccccc1C(=O)NCC1CC1	.	6
N#CC1=C(N)N(c2ccc(Br)cc2F)C2=C(C(=O)CCC2)C1c1ccsc1 (stereo not drawn)	12	2
O=[N+]([O-])c1ccc(N2CCN(S(=O)(=O)Cc3ccccc3)CC2)c(C(F)(F)F)c1	27	-1
Cc1nc2ncccn2c1-c1csc(Nc2ccccn2)n1	73*	-4
O=C(NCC1(c2ccccc2)CCCOCC1)c1ccc(Cl)cc1 (stereo not drawn)	5	-5
O=C1C2C(C(=O)N1Cc1ccccc1)C2(c1ccccc1)c1ccccc1 (stereo not drawn)	-2	-3
CCOC(=O)N1c2ccc(C(C)C)cc2C=CC1C#N (stereo not drawn)	.	3
Cc1ccccc1NC(=O)c1c(NC(=O)C(F)(F)F)sc2c1CCCC2	13	8

The list goes on.
SMILES	mHTT CaM bind	Pf apPOL inh
CC(C)NC(=O)c1cc(N2CCCC2)nc2ccccc12	-1	-2
Cc1ccc(OCC(O)CN2CCN(c3ccc(C)cc3)CC2)cc1 (stereo not drawn)	1	-2
CN(C(=O)c1coc(=O)c2ccccc12)c1ccc(F)cc1	-4	-6
O=C(NCc1ccco1)c1nc(-c2cnccn2)no1	-16	-1
CCOC(=O)c1ccc(NC(=O)N2CC(C)Oc3ccccc32)cc1 (stereo not drawn)	-2	-7
C=CCCC(=O)NCC(C)(O)COC (stereo not drawn)	-2	-9
Nc1cc(N)cc(Oc2cc(N)cc(N)c2)c1	95*	.
Cc1nnc2c(NC(=O)c3ccc(Cl)s3)cccn12	-3	-2
C=CCn1nnnc1SCc1cccc(CSc2nnnn2CC=C)c1	-9	0
COCCN1C(=O)c2ccccc2C(C(=O)NCC2CCCO2)C1c1ccc(F)cc1 (stereo not drawn)	0	2
Cn1c(=O)c([N+](=O)[O-])c(NCCCO)c2ccccc21	-3	4
Cc1nc(CCNC(=O)C2CCCN2C(=O)Cc2ccc(F)cc2)cs1 (stereo not drawn)	-5	-6
CCCCN(CCCC)C(=O)C[n+]1ccc(/C=N/O)cc1	i	-3
O=c1[nH]cc(Cl)cc1Cl	.	-1
Cc1ccc2c(Nc3ccc(F)c(Cl)c3)c(C(=O)N3CCOCC3)cnc2n1	0	-2
CCCOc1ccc2c3c(c(=O)oc2c1C)CCC3	-8	-3
COc1ccccc1OCCn1c(-c2ccc(Cl)cc2)nc2ccccc2c1=O	-6	-10
CC(=O)Nc1c(C(=O)c2ccc(F)cc2)oc2ccc(Cl)cc12	-2	-4
Nc1ccccc1-c1nc2ccccc2[nH]1	5	-7
OC1(c2ccccc2)c2ccccc2-c2ccccc21	-8	-1
CC12CC3(C)CC(C)(C1)CC(C(=O)Nc1ccc(C45CC6CC(CC(C6)C4)C5)cc1)(C2)C3	2	-3
O=C1OC(c2cc(F)c(F)cc2Cl)=N/C1=C\c1cccc(F)c1	20	-5
CC(C)CC(=O)Nc1cnc(-c2cccc(Cl)c2)nc1	-16	-1
O=S(=O)(CCCOc1ccc2c(c1)OCO2)N1CCN(c2ccccc2)CC1	5	2
COCC(=O)Nc1cc([N+](=O)[O-])ccc1C	5	-8
Cc1ccc(NC2CC(=O)N(c3cccc(Cl)c3)C2=O)cc1 (stereo not drawn)	-2	6
Cc1ccc(C)c(NC(=O)N2CCC3(CC2)NC(=O)c2ccc(F)cc2N3C)c1	-6	-3
NC(=O)c1[nH]ncc1[N+](=O)[O-]	-6	.
CC(=O)c1ccc(C#CCOC(=O)c2cccs2)s1	.	2
CN1CCN(C(=O)C(NC(=O)c2ccc(Cl)cc2)C23CC4CC(CC(C4)C2)C3)CC1 (stereo not drawn)	4	-1
CCOC(=O)N1CCN(Cc2ccc(OC)c(OCC)c2)CC1	-6	0
Cc1oc(C2CCN(C(=O)COc3ccc(F)cc3)CC2)nc1C(=O)N1CCCC1	0	-9
O=C(NCCC1=CCCCC1)c1ccc(Cl)cc1[N+](=O)[O-]	0	-7
CCOc1ccc(CNc2ccc3c(c2)ncn3C)cc1	11	-6
Nc1cc(C2CCN(C(=O)COc3ccccc3)CC2)no1	4	3
CCNC(=O)c1cc2c(=O)n3cc(C)ccc3nc2n(C2CCCC2)c1=N	-2	1
Cc1ccc(NC(=O)c2ccc(SCCN3CCOCC3)nc2)cc1C	-8	-2
Cn1cccc1C(=O)N1CCC(OCc2nc(C3CC3)no2)CC1	5	2
Clc1ccc(C2Oc3ccccc3C3=C2C(c2cccs2)n2ncnc2N3)cc1 (stereo not drawn)	56*	-8
O=C(NC1CCCCCC1)C1CCN(c2nccc3sccc23)CC1	2	-1
CN1CCN(C2CN(Cc3cn(Cc4ccccc4C(F)(F)F)nn3)S(=O)(=O)C2)CC1 (stereo not drawn)	-7	-3
O=C(Nc1c(F)cccc1F)N1CCc2[nH]cnc2C1c1ccccn1 (stereo not drawn)	56*	-8
Cn1nc(COCc2ccccc2)c2c1CCN(C(=O)Nc1ccccc1Cl)C2	25	-6
CCn1c(C)cc(C=O)c1C	1	.
Cc1cccc(CNC(=O)Cc2cn(C)c3ncccc23)c1	-11	4
Cc1ccc(-n2nnnc2SCC(=O)Nc2nn(-c3ccccc3)nc2C(N)=O)cc1Cl	18	-4
COC(=O)[C@H](Cc1ccccc1)N1CC(N2CCCC2)CS1(=O)=O (stereo partly drawn)	-5	-5
COc1ccc(-n2cnc3cc(C(=O)NCc4cccnc4)ccc32)cc1	-3	-5
Cc1ccc(NC(=O)C(C)Oc2ccccc2)c(C(=O)O)c1 (stereo not drawn)	-6	2
COc1ccc(C(=O)N2CCC(Cc3ccccc3)CC2)cc1[N+](=O)[O-]	-7	-2
Further structures.
SMILES	mHTT CaM bind	Pf apPOL inh
Cc1ccc(C)c(NC(=O)CN2C(=O)CC(c3ccccc3)=Nc3cccnc32)c1	-8	3
O=C(NC1CCCC1)NC1CCN(c2ccccc2)C1=O (stereo not drawn)	0	2
COc1cc(C2CC(C(F)(F)F)n3ncc(C(=O)O)c3N2)cc(OC)c1OC (stereo not drawn)	1	-1
COc1cc2c(cc1OC)C(C(=O)Nc1cccc(C)n1)C(c1cccs1)N(C)C2=O (stereo not drawn)	10	4
COc1ccc(-c2cc(C(F)(F)F)nc(SC3CC(O)C4OCC3O4)n2)cc1 (stereo not drawn)	20	7
Cc1nn(C)cc1CN1CCCCC1c1nncn1-c1ccccc1 (stereo not drawn)	3	-5
Cc1cccc(CN2CCN(C3CN(Cc4cn(Cc5ccccc5C(F)(F)F)nn4)S(=O)(=O)C3)CC2)c1 (stereo not drawn)	18	-5

Bioassay records: PubChem, University of Kansas High Throughput Screening Laboratory
